Assay outcomes: PubChem BioAssay, several laboratories
CSN inh: blocks human CSN-mediated cullin deneddylation | AID 651999 | Purified CSN, SCF-Nedd8-OG deneddylation, fluorescence polarization | Q92905 | 360,000 compounds, 0.38% hits | inhibition, % at 12.5 µM;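 active = pattern-corrected inhibition above about 35%, with an unprinted fluorescence ratio check between 0.5 and 1.5, limit read from the data, passing the limit was not always enough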;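 also: 0% = enzyme with substrate and 100% = substrate without enzyme; some results filed as inactive read as strong as hits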
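Detection – fluorescence polarization · System – HEK293T-derived human Csn5 enzyme · Controls – substrate-only high control, full reaction low control · Timing – 90 min, room temperature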
NadD block: NadD (S. aureus) enzyme inhibition; inhibition, % at 20 µM; 360,000 compounds, 0.78% hits; purified NadD enzyme, colorimetric absorbance read-out; in the data active = inhibition above about 26%; also: some compounds past the cut are filed as inactive
Neddylation inh: cullin neddylation inhibition; P61081+Q13564; 360,000 compounds, 0.58% hits; TR-FRET cullin neddylation, biochemical; calls only at 25 µM; AID 651699; in the data active = inhibition above about 36%
Rin1 Abl inh: blocks binding of human Rin1 to Abl | 360,000 compounds, 0.4% hits | P00519+Q13671 | inhibition, % at 7.35 µM | TR-FRET Rin1/Abl binding, biochemical; in the data active = inhibition above about 5%, passing the limit was not always enough
STEP block: STEP (human) phosphatase inhibition | recombinant STEP, OMFP fluorogenic substrate, fluorescence | inhibition, % at 20 µM | 360,000 compounds, 0.25% hits | AID 588621;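 active = inhibition at 20 µM, scaled per plate between control wells, above about 37%, limit read from the data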;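 also: 0% = DMSO with enzyme and substrate and 100% = substrate only without enzyme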
Target sequence (P54829 whole entry, looked up): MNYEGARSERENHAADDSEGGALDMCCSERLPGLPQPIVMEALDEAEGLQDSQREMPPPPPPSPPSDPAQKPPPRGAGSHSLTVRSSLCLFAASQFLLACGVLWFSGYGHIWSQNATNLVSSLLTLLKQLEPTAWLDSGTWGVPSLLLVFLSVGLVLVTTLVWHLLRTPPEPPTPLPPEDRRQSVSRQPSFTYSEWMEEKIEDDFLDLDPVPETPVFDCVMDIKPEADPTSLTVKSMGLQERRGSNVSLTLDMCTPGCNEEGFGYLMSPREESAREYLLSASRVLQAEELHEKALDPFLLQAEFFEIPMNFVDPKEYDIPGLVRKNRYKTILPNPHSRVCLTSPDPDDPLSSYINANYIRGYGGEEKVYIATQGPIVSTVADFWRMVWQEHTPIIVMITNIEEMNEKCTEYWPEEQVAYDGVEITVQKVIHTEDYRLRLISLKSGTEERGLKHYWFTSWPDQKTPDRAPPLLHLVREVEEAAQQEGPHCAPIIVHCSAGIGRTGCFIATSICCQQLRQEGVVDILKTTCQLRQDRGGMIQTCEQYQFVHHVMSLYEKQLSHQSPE
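Assay system: isolated STEP enzyme. Buffer or medium: pH 6.0 Bis-Tris with DTT and Tween 20. Also added: fluorogenic phosphatase substrate OMFP at 25 µM final. Dosing: 20 µM, 1% DMSO. Timing: 20 min reaction, room temperature, in the dark. Measured by: fluorescence intensity, excitation 480 nm, emission 540 nm. Evaluation: normalized % inhibition.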
LMPTP block: blocks human LMPTP phosphatase; P24666; recombinant LMPTP-A, OMFP fluorogenic substrate, fluorescence intensity; inhibition, % at 20 µM; 360,000 compounds, 0.22% hits;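 active = compounds that cut the enzyme signal by at least half of the control window in the single-dose screen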;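 also: plate controls were DMSO wells with enzyme plus substrate for no effect and substrate without enzyme for full effect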
Target sequence (P24666 whole entry, looked up): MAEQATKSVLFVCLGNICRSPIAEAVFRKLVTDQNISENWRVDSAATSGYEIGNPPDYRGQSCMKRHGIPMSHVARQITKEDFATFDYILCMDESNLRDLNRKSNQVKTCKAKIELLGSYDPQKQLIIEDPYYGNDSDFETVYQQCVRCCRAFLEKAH
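material = LMPTP-A | quantity = 0.625 nM enzyme | reagent = OMFP substrate, 400 µM final | buffer or medium = Bis-Tris pH 6.0, DTT, detergent | detection = endpoint fluorescence intensity from OMFP dephosphorylation | dosing = single 20 µM dose | read-out basis = % inhibition relative to no-enzyme and uninhibited control wells | control set = no-enzyme and uninhibited controls | timing = 50 min at room temperature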
Scp-1 inhibitor: blocks human Scp-1 phosphatase activity; inhibition, % at 20 µM; AID 493091; Q9GZU7; 340,000 compounds, 0.88% hits; Recombinant Scp1, phosphopeptide, malachite green phosphate absorbance;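 active = inhibition above about 50% at 20 µM, limit read from the data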;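 also: plate controls were DMSO wells with enzyme for no effect and wells lacking enzyme for full effect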
Target sequence (Q9GZU7 76-261 limits assumed): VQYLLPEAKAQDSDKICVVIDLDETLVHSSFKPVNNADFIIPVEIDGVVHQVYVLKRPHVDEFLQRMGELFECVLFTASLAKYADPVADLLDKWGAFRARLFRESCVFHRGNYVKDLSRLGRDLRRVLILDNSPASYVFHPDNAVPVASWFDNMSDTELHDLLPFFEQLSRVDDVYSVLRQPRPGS
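Test system: SCP-1 phosphatase catalytic domain, residues 76-261; measured by: colorimetric phosphate reagent with accelerator and stabiliser, absorbance at 630 nm; timing: enzyme reaction 45 min at room temperature, colour 5 min, stabilisation 30 min; also added: Phosphorylated 17-residue peptide substrate; compound dosing: one concentration, 20 µM, with 1.0% DMSO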
Rpn11 inh: Rpn11 (human) deubiquitinase inhibition; AID 588493; O00487; human 26S proteasome, Ub4-pepOG fluorescence polarization; 20S core pre-blocked with epoxomicin; calls only at 20 µM; 360,000 compounds, 0.59% hits;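 active = inhibition at 20 µM, scaled to each plate's controls, above about 33%, limit read from the data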
SUMO1 PPI mod: alters human SUMO1 binding to SIM partners; SUMO1 binding to a labelled peptide, TR-FRET, 1 h; inhibition, % at 20 µM; 360,000 compounds, 0.33% hits; in the data active = inhibition above about 37%
Target sequence (P63165 whole entry, looked up): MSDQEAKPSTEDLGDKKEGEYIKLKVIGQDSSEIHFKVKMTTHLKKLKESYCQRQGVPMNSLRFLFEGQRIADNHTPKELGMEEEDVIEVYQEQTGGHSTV
DNMT1 block: inhibitors of human DNMT1 | DNMT1 molecular beacon, Hinp1I cleavage, fluorescence | inhibition (reported as % activation of signal), % at 10 µM | 360,000 compounds, 0.83% hits; in the data active = inhibition above about 50%
Numbers without * were called inactive; i = inactive; x = no result given; + = active, no number. Rows were taken by chance; about 3.8% have a hit in one of these screens.

A first look, four compounds:
Values in the order – CSN inh | NadD block | Neddylation inh | Rin1 Abl inh | STEP block | LMPTP block | Scp-1 inhibitor | Rpn11 inh | SUMO1 PPI mod | DNMT1 block
> C=C1C(=O)OCC2C(C(=O)O)=CC3C(C)C(C)=CC123 (stereo not drawn)
    0 | -3 | i | 4 | 0 | -1.9 | x | i | 4 | 1
> CNC(=O)CN(c1cc(C)ccc1C)S(C)(=O)=O
    0 | 0 | i | 0 | 0 | 0.4 | 0 | i | -4 | 0
> Cc1sc2ncn(CC(=O)N3CCC(C(N)=O)CC3)c(=O)c2c1S(=O)(=O)N1CC(C)CC(C)C1 (stereo not drawn)
    2 | -1 | i | 3 | -2 | 1.5 | -1 | i | 24 | -3
> Cc1ccc(-n2ccc(=O)c(C(=O)Nc3ccc(S(=O)(=O)N4CCOCC4)cc3)n2)cc1
    -2 | -5 | i | 0 | -1 | 0.1 | -10 | i | -25 | -2

Main list (from the top)
Values in the order – CSN inh | NadD block | Neddylation inh | Rin1 Abl inh | STEP block | LMPTP block | Scp-1 inhibitor | Rpn11 inh | SUMO1 PPI mod | DNMT1 block
> C=C1C(=O)OCC2C(C(=O)O)=CC3C(C)C(C)=CC123 (stereo not drawn)
    0 | -3 | i | 4 | 0 | -1.9 | x | i | 4 | 1
> CNC(=O)CN(c1cc(C)ccc1C)S(C)(=O)=O
    0 | 0 | i | 0 | 0 | 0.4 | 0 | i | -4 | 0
> Cc1sc2ncn(CC(=O)N3CCC(C(N)=O)CC3)c(=O)c2c1S(=O)(=O)N1CC(C)CC(C)C1 (stereo not drawn)
    2 | -1 | i | 3 | -2 | 1.5 | -1 | i | 24 | -3
> Cc1ccc(-n2ccc(=O)c(C(=O)Nc3ccc(S(=O)(=O)N4CCOCC4)cc3)n2)cc1
    -2 | -5 | i | 0 | -1 | 0.1 | -10 | i | -25 | -2
> NC(=O)c1sc2nc(-c3ccccc3)ccc2c1N
    4 | 0 | i | -3 | 2 | -0.5 | 1 | + | 11 | -11
> CC(=O)OC(C)(CCC(C)(OC(C)=O)C(C)=O)C(C)=O (stereo not drawn)
    0 | 3 | i | -3 | -1 | -1.4 | -2 | i | 2 | 2
> CNC(=S)N(Cc1cc2ccc(OC)cc2[nH]c1=O)CC1CCCO1 (stereo not drawn)
    -7 | -7 | i | 1 | -1 | -0.7 | -12 | i | -2 | 0
> O=C(/C=C/c1ccc(F)cc1)NCc1cccs1
    -11 | -2 | i | 0 | -2 | -1.2 | -6 | i | 7 | 8
> CC[C@@H]1CC2=C(C(=O)OC(C)(C)O2)[C@@H](c2ccc(Cl)cc2)O1
    -5 | -10 | i | x | x | -0.4 | x | x | 1 | x
> Cn1cc([N+](=O)[O-])c(C(=O)N/N=C/c2ccc([N+](=O)[O-])cc2)n1
    -8 | 0 | i | 2 | 1 | -0.5 | -4 | i | -25 | -2
> C=CCN1C(=O)c2ccc(C(=O)OCC(=O)N3CCN(c4ccccc4)CC3)cc2C1=O
    -4 | -1 | i | 1 | 3 | 0.3 | -6 | i | -31 | 3
> CC(C)(C)N=C1C([N+](=O)[O-])=CC=C2C1=NC1(CCCCC1)N2O
    -9 | 5 | i | 1 | 2 | 1.9 | 1 | i | -32 | 5
> COc1ccc(C(=O)Nc2nnc(SCC(=O)NCc3ccco3)s2)cc1OC
    2 | -6 | i | 4 | 2 | 0.2 | 4 | i | -4 | 1
> O=[N+]([O-])c1cc([N+](=O)[O-])c(Oc2c(F)cccc2F)cc1NN1CCCCC1
    1 | -1 | i | 4 | 3 | 1.2 | -2 | i | -6 | 2
> Cc1cc(C)c2cc(C=O)c(Cl)nc2c1
    4 | 5 | i | -3 | 0 | 0.7 | -5 | i | -10 | 5
> OC1c2cc(Br)ccc2N=C2CCCN21 (stereo not drawn)
    1 | 5 | i | 3 | -1 | -0.4 | -14 | i | 3 | 2
> Cc1cc(C)c(C#N)c(SCCS(=O)(=O)Cc2ccccc2)n1
    2 | -12 | i | -9 | 2 | 0.3 | -8 | i | 1 | 4
> O=C1CC(N2CCN(S(=O)(=O)c3ccccc3F)CC2)C(=O)N1c1ccc(F)cc1F (stereo not drawn)
    -1 | -4 | i | 6 | 0 | -2.2 | -7 | i | -10 | 4
> O=C(CNC(=O)C12CC3CC(CC(C3)C1)C2)NC1=NCCS1
    -2 | -11 | i | 1 | -2 | -0.7 | 1 | i | -1 | 4
> O=C(CCNC(=O)c1ccc(Cl)cc1)NCC(c1ccco1)N1CCCCC1 (stereo not drawn)
    -1 | -6 | i | 4 | -2 | -1.6 | -5 | i | 2 | 1
> CN1CCN(C(=O)c2ccccc2NC(=O)C(C)(C)C)CC1
    -4 | 0 | i | 4 | -6 | -0.9 | -6 | i | 5 | 5
> CCc1ccc(NS(=O)(=O)c2ccc(OC)c(C)c2)cc1
    2 | 14 | i | 2 | 0 | 1.8 | -5 | i | 0 | 0
> O=C(CCN1C(=O)[C@@H]2Cc3ccccc3CN2C1=O)N[C@H](C(=O)O)c1ccccc1
    -1 | 4 | i | 3 | 3 | -2.2 | -9 | i | 0 | 2
> Cc1ccc2c(c1)c(Sc1ccccc1)c(CC(=O)O)n2C
    1 | 5 | i | 2 | -2 | 0.3 | -7 | i | 2 | -5
> NS(=O)(=O)c1ccc(N=Cc2c(O)c3ccccc3oc2=O)cc1
    -8 | 0 | i | 3 | 1 | 2.6 | -7 | i | 2 | 10
> COc1ccc(OC)c(CN2CCN(Cc3cccc4ccccc34)CC2)c1
    -1 | -6 | i | 2 | 2 | -0.1 | -11 | i | 5 | 2
> Cn1nnnc1SCC(=O)N1CCN(Cc2ccccc2)CC1
    5 | -4 | i | 0 | 1 | -1.3 | -1 | i | 2 | 4
> COc1ccc(N(C(=O)c2csnn2)C(C(=O)NC2CCCC2)c2cccs2)cc1 (stereo not drawn)
    5 | 4 | i | 0 | 0 | -0.4 | -3 | i | 8 | 2
> O=[N+]([O-])/C=C/c1c(OCc2ccccc2)ccc2ccccc12
    0 | 3 | i | 3 | 0 | 1.5 | x | i | -5 | -1
> Cc1cc2ncn(CC(O)COC3CCCCC3)c2cc1C (stereo not drawn)
    6 | -4 | i | 4 | 1 | -1.5 | -15 | i | 2 | -2
> O=C(CNC(=O)CNC(=O)c1ccc(Cl)cc1Cl)NCc1cccc(Cl)c1
    2 | -1 | i | 2 | -2 | 0.4 | 14 | i | -3 | -1
> CC(C)CCN1CCNC(=O)C1CC(=O)N(C)CCCN1CCOCC1 (stereo not drawn)
    -1 | 1 | i | -1 | 1 | -4.3 | -8 | i | 8 | 0
> COc1ccccc1CNC(=O)C1CCN(S(=O)(=O)c2ccc3c(c2)CC(C)N3C(=O)C2CC2)CC1 (stereo not drawn)
    0 | 8 | i | 2 | -2 | -0.4 | -5 | i | 4 | -1
> CC(C)(C)c1cc(CN2CCN(CCO)CC2)cc(C(C)(C)C)c1O
    -3 | -11 | i | 1 | 1 | -5.4 | -3 | i | 12 | -2
> C=CCNC(=O)CCNS(=O)(=O)c1ccc(Br)cc1
    -2 | -2 | i | 0 | 2 | -3.4 | -5 | i | -2 | -3
> COc1ccccc1CN(Cc1cccnc1)S(=O)(=O)c1ccc(-n2cnnn2)c(OC)c1
    -3 | 0 | i | 1 | 1 | 0.7 | -10 | i | -2 | -1
> CCOC(=O)CCn1c(CC(=O)OCC)nc2ccccc21
    -4 | -5 | i | 0 | -4 | -0.9 | -6 | i | 8 | 2
> Cc1ccc(S(=O)(=O)Nc2c(C)nc3nc(C)[nH]n3c2=O)cc1
    4 | 1 | i | 0 | -1 | 0.0 | 2 | i | -2 | 1
> CC(=O)N1CCN(Cc2nc3cc(NC(=O)COc4cccc(C)c4)ccc3n2C)CC1
    4 | -4 | i | 3 | -2 | -3.1 | -1 | i | 4 | 1
> COc1ccc(C=CC(=O)c2ccc(OCc3ccccc3)c(OC)c2)cc1OC
    8 | -2 | i | 4 | 2 | 3.6 | x | i | -16 | -8
> O=C(OC1CCCCC1=O)c1cc(=O)c2ccccc2o1 (stereo not drawn)
    2 | 2 | i | 2 | -2 | 0.0 | 0 | i | 0 | 2
> CN(CCO)c1ccc(-c2n[nH]c(=O)c3ccccc23)cc1[N+](=O)[O-]
    1 | -4 | i | -14 | 0 | 1.1 | 3 | i | -39 | 0
> CC(NC(=O)CSCc1ccccc1Br)c1ccccc1 (stereo not drawn)
    -2 | -4 | i | -1 | -3 | -2.1 | -6 | i | 3 | 4
> CCCN(CC(=O)Nc1cc(Cl)ccc1Cl)C(=O)/C=C/c1ccco1
    2 | -10 | i | -1 | -1 | 0.6 | -12 | i | -9 | 3
> Cc1ccc(NC(C#N)c2ccccc2OCc2ccccc2)cc1 (stereo not drawn)
    3 | 3 | i | -3 | 1 | 0.5 | -18 | i | -1 | -11
> COc1ccc(N(CC(=O)Nc2ccc(S(=O)(=O)N3CCOCC3)cc2)S(=O)(=O)c2ccc(F)cc2)cc1
    -3 | 8 | i | 2 | -2 | 2.9 | -7 | i | 0 | -4
> CN1CCN(c2ccccc2NC(=O)C(Cc2ccccc2)n2cccc2)CC1 (stereo not drawn)
    -7 | -7 | i | 2 | -1 | -1.0 | -5 | i | 3 | 0
> CC(=O)C1=C(O)CC(c2ccccc2)CC1=NCCc1c(C)[nH]c2ccc(C)cc12 (stereo not drawn)
    2 | 1 | i | 4 | 3 | 2.0 | 7 | i | -1 | -1
> CC1CCCCN1C(=O)Cn1c(=O)oc2cc(S(=O)(=O)N3CCCC3)ccc21 (stereo not drawn)
    2 | 0 | i | 0 | -1 | 0.3 | -5 | i | -2 | -3
> CN(C)c1nc(C(N)=O)nc(N2CCOCC2)n1
    -1 | -1 | i | -7 | -2 | -0.5 | -11 | i | 0 | -1
> Cc1cccc(NC(=O)CNC(=O)[C@H]2O[C@@H](n3ccc(N)nc3=O)[C@H](O)[C@@H]2O)c1C
    1 | 3 | i | 1 | -1 | -1.4 | x | i | -3 | 0
> O=C(NCCN1CCOCC1)c1ccc(CS(=O)(=O)Cc2ccccc2F)o1
    -6 | 1 | i | 0 | -3 | -3.6 | 4 | i | -1 | 2
> Cc1ccc2oc(=O)c(/C=C(\O)c3cccs3)nc2c1
    34 | 7 | i | -1 | -8 | -1.4 | -7 | x | -13 | -2
> N#CC1(NC(=O)CN2C(=O)c3ccccc3C2=O)CCCCC1
    -2 | -4 | i | 4 | -2 | -1.9 | -7 | i | -9 | 5
> CS/C(=N\S(=O)(=O)c1ccccc1)c1ccccc1
    -1 | 0 | i | 1 | -1 | -1.7 | -10 | i | -1 | 4
> c1ccc(CNc2nc3ccccc3n3cnnc23)cc1
    3 | 2 | i | 3 | 0 | 0.1 | 3 | i | 13 | 2
